# Bioassay records deposited in PubChem BioAssay by National Center for Advancing Translational Sciences (NCATS).
# HCV inhibitor: HCV inhibition; Huh7.5.1 HCVcc-Cre infection, luciferase reporter, 44 h; Potency, µM (series often up to 41.8 µM), for inactives: at the top dose activity change, negative = inhibition, hits mostly inhibitors; hit rate 3.4% among 340,000; AID 651820; note: potency is the fitted concentration of half-maximal effect
#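 Seed cells (1,000/well) for 4 h; treat with compound and infect with HCVcc-Cre, moi about 0.5. Incubate 44 h, then detect luciferase activity.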
# Sm TGR block: inhibitors of Schistosoma mansoni thioredoxin glutathione reductase; purified TGR, DTNB reduction, TNB absorbance 405 nm; Q962Y6; Potency, µM (top dose mostly 114 µM), inactives show at the highest dose activity change, negative = inhibition, actives largely listed as inhibitors; hit rate 3% among 360,000; note: potency is the fitted concentration of half-maximal effect; nearly all actives have a fitted effect of over 60% in size
#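 TGR 20 nM + NADPH 100 uM (dispensed conc.), cpd preinc 15 min RT; start with NADPH (500 uM addition) then DTNB (15 mM addition). Kinetic TNB absorbance, 405 nm filter. Four-parameter Hill fit across titration.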
# HCMV antiviral: blocks human cytomegalovirus replication | HFF cells, HCMV-luciferase reporter, 72 h; hits give low values | activity change, negative = inhibition, % at 57.5 µM | hit rate 4.5% among 410,000 | AID 1259415; in the data active = activity change below about -60%; inconclusive = no clear call, values can overlap the other calls; inactive = above about -39%
#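 HFF cells seeded 16 h at 37C, treated with compounds, infected with luciferase-reporter HCMV at MOI 1 PFU/cell; luciferase read at 72 h post infection, normalized to buffer-only and Salinomycin controls.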
# Giardia FBPA inh: inhibitors of Giardia lamblia fructose-1,6-bisphosphate aldolase; A8B2U2; AID 2451; hit rate 0.71% among 290,000; Potency, µM (top dose mostly 59.6 µM), inactives show at the top dose activity, negative = inhibition, most hits filed as inhibitors; purified Giardia FBPA; note: potency is the fitted concentration of half-maximal effect; nearly all actives have a fitted effect of over 55% in size
# Target sequence (A8B2U2 whole entry, looked up): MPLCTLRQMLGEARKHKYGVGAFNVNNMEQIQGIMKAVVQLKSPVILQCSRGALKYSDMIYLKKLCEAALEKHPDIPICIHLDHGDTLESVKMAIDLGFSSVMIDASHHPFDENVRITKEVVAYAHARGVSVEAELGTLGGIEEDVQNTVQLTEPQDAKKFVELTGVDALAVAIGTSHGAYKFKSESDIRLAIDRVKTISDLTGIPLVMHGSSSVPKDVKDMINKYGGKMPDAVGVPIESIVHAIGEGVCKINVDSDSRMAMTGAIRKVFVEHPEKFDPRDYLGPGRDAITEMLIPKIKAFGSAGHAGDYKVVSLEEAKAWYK
#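 Giardia FBPA (40 nM reagent) was preincubated 10 min at RT with compound (up to 57.5 uM final), then substrate plus GAPDH/TPI/NAD/arsenate coupling system with diaphorase/resazurin was added; resorufin fluorescence (525/598 nm) was read after 20 min.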
# AmpC no deterg: inhibitors of E. coli AmpC beta-lactamase without detergent | hit rate 0.52% among 330,000 | AID 485341 | AmpC nitrocefin hydrolysis, absorbance 480 nm, 0.0001% Triton | Potency, µM (highest dose often 57.1 µM), inactives show at the highest dose activity change, negative = inhibition, actives largely listed as inhibitors;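 note: potency is the fitted concentration of half-maximal effect; plate controls were no compound for no effect and no enzyme for full effect; nearly all actives have a fitted effect of over 20% in size; some results filed as inactive show a strong effect at the top dose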
# Target sequence (P00811 whole entry, looked up): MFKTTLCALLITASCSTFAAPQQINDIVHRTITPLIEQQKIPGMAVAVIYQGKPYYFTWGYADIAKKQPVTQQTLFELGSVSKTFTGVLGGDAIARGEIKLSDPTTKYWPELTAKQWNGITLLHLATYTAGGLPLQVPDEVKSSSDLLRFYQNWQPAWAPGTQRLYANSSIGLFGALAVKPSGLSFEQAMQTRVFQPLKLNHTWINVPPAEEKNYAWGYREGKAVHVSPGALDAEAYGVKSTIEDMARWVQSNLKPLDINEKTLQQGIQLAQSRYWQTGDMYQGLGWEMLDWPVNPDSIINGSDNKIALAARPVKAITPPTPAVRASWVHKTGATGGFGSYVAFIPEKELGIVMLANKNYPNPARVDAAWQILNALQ
#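 20 mM phosphate pH 7.0 + 0.01% (detergent screen) or 0.0001% Triton X-100; 5.3 nM AmpC reagent; cpd preinc 15 min RT; nitrocefin (800 uM stock) to start; A480 q20 s × 4 min; Activity was normalised to no-enzyme and no-compound control wells.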
# AmpC detergent: inhibitors of E. coli AmpC beta-lactamase with detergent | P00811 | AmpC hydrolysis of nitrocefin, absorbance 480 nm, 0.01% Triton | Potency, µM (highest dose often 114 µM), without a hit: top-dose activity change, negative = inhibition, most hits filed as inhibitors | hit rate 0.041% among 370,000;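 note: potency is the fitted concentration of half-maximal effect; 0% = no-compound wells and -100% = no-enzyme wells; nearly all actives have a fitted effect of over 25% in size; some results filed as inactive show a strong effect at the top dose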
#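 20 mM phosphate pH 7.0 + 0.01% (detergent screen) or 0.0001% Triton X-100; 5.3 nM AmpC reagent; cpd preinc 15 min RT; nitrocefin (800 uM stock) to start; A480 q20 s × 4 min; Activity was normalised to no-enzyme and no-compound control wells.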
# Starred values were filed as active, the others as inactive; ? = inconclusive; . = not tested or not shown; [ ] = remark or other dose. Unless noted, calls come from the whole dose curve; as a rule, active = well fitted curve in the direction sought with a large enough effect; inconclusive = small, poorly fitted or top-dose-only effect, or another doubt; inactive = no such curve, though single readings can be large; an effect the other way counts as inactive or inconclusive. Unless noted, % is set by controls: 0 for no effect and ±100 for the full control effect.
(1) CCc1nnc(NC(=O)CSc2nnc(-c3cc4ccccc4cc3O)n2CC)s1
(2) Clc1ccc(N/N=C/c2cccnc2)cc1
(3) O=C(Nc1cccc(C(=O)OCc2cc(=O)n3nc(C4CC4)sc3n2)c1)c1cccc(Cl)c1
(4) O=C(COc1ccccc1Cl)NCCCNC(=O)c1ccco1
(5) COc1cccc(Cc2nc3ccccc3nc2SCC(=O)Nc2cccc(C)c2)c1
(6) CC1Oc2ccccc2N(CC(=O)Nc2ccccc2F)C1=O (configuration not stated)
Screen / compound no. | 1 | 2 | 3 | 4 | 5 | 6
HCV inhibitor | -5% | -6% | . | 3% | . | 18%
Sm TGR block | -1% | -17% | -4% | -4% | -3% | 8%
HCMV antiviral | 72 | -1 | 2 | -7 | -2 | 66
Giardia FBPA inh | 2% | 0% | . | 2% | . | 3%
AmpC no deterg | ? | -23% | . | 4% | . | -7%
AmpC detergent | -12% | 4% | -3% | ? | 14% | 6%

(7) COc1cc(OC)cc(C(=O)NCc2ccc3[nH]c(C)cc3c2)c1
(8) C=CCn1c(=O)/c(=C\c2ccccn2)s/c1=C(/C#N)C(=O)NCC1CCCO1 (configuration not stated)
(9) CCn1c(C(=O)N2CCc3ccccc3C2)cc2sccc21
(10) CCOCCCN1C(=O)CN(C2CCCCCC2)C(=O)C1c1ccc(OCC)c(OC)c1 (configuration not stated)
(11) CCCNC(=O)NC(=O)COC(=O)CC(NC(N)=O)c1ccc(Cl)cc1 (configuration not stated)
(12) COc1cc(CN(C(=O)COc2ccc(Cl)cc2)c2ccccn2)cc(OC)c1OC
Screen / compound no. | 7 | 8 | 9 | 10 | 11 | 12
HCV inhibitor | -7% | -21% | -5% | . | -4% | .
Sm TGR block | ? | 13% | -2% | -1% | 5% | 1%
HCMV antiviral | 15 | -28 | ? | 53 | -7 | 6
Giardia FBPA inh | -4% | -12% | -4% | . | -2% | .
AmpC no deterg | -42% | -9% | 36% | . | -7% | .
AmpC detergent | 4% | -3% | -2% | -3% | 6% | -8%

(13) O=C(CCC1CCCN(C(=O)c2cccnc2)C1)NCc1ccccc1F (configuration not stated)
(14) Cc1ccc(NC(=O)CN2C(=O)NC3(CCCCCCC3)C2=O)cc1C
(15) CCOc1cc(C2NC(=O)c3c(sc4c3CCN(C)C4)N2)ccc1OC(=O)c1ccccc1Cl (configuration not stated)
(16) COC(=O)C1=C(C)NC(=O)NC1c1cc(Cl)ccc1OC (configuration not stated)
(17) Cc1ccc(Cn2cccc2/C=N/NC(=S)Nc2ccc(C)cc2)cc1
(18) COc1ccccc1NC(=O)Cn1c(=O)n(-c2ccccc2Cl)c(=O)c2sc3ccccc3c21
Screen / compound no. | 13 | 14 | 15 | 16 | 17 | 18
HCV inhibitor | 4% | -6% | . | -24% | 9% | .
Sm TGR block | -6% | -10% | 4% | -8% | 17% | -1%
HCMV antiviral | 31 | 59 | 27 | -4 | -11 | 7
Giardia FBPA inh | . | . | . | -1% | 6% | .
AmpC no deterg | -1% | -16% | . | -11% | -34% | .
AmpC detergent | ? | -5% | 6% | 0% | 9% | -7%

(19) O=C(Nc1ccc(F)cc1)c1sccc1SCc1cccc(C(F)(F)F)c1
(20) COCCn1c(-c2ccccc2Cl)nc2c(c(=O)c3ccccc3n2C)c1=O
(21) CCn1cc(C(=O)Nc2ccc(C(=O)N3CCCC3)cc2)c(=O)c2ccc(C)nc21
(22) Cc1cccc(CC2CC(=O)N(c3ncccn3)C2=O)c1 (configuration not stated)
(23) CCOC(=O)C(C(=O)OCC)C(C)(C)/C(C)=N\Nc1ccc([N+](=O)[O-])cc1[N+](=O)[O-]
(24) Cc1cc(NS(=O)(=O)c2ccc(Nc3nc(-c4ccc(O)cc4)cs3)cc2)no1
Screen / compound no. | 19 | 20 | 21 | 22 | 23 | 24
HCV inhibitor | 7% | 3% | . | 5% | -5% | -3%
Sm TGR block | 2% | 4% | 0% | -2% | 0% | 5%
HCMV antiviral | 23 | 13 | . | -6 | 26 | 0
Giardia FBPA inh | -6% | 0% | 2% | 0% | -1% | 13%
AmpC no deterg | -24% | -12% | -10% | 1% | -16% | -22%
AmpC detergent | -8% | -10% | -5% | ? | -7% | ?

# In another format: results already given.
entry	mol	HCV inhibitor	Sm TGR block	HCMV antiviral	Giardia FBPA inh	AmpC no deterg	AmpC detergent
15	CCOc1cc(C2NC(=O)c3c(sc4c3CCN(C)C4)N2)ccc1OC(=O)c1ccccc1Cl (configuration not stated)	.	4%	27	.	.	6%
16	COC(=O)C1=C(C)NC(=O)NC1c1cc(Cl)ccc1OC (configuration not stated)	-24%	-8%	-4	-1%	-11%	0%
17	Cc1ccc(Cn2cccc2/C=N/NC(=S)Nc2ccc(C)cc2)cc1	9%	17%	-11	6%	-34%	9%
18	COc1ccccc1NC(=O)Cn1c(=O)n(-c2ccccc2Cl)c(=O)c2sc3ccccc3c21	.	-1%	7	.	.	-7%
19	O=C(Nc1ccc(F)cc1)c1sccc1SCc1cccc(C(F)(F)F)c1	7%	2%	23	-6%	-24%	-8%
20	COCCn1c(-c2ccccc2Cl)nc2c(c(=O)c3ccccc3n2C)c1=O	3%	4%	13	0%	-12%	-10%
21	CCn1cc(C(=O)Nc2ccc(C(=O)N3CCCC3)cc2)c(=O)c2ccc(C)nc21	.	0%	.	2%	-10%	-5%
22	Cc1cccc(CC2CC(=O)N(c3ncccn3)C2=O)c1 (configuration not stated)	5%	-2%	-6	0%	1%	?
23	CCOC(=O)C(C(=O)OCC)C(C)(C)/C(C)=N\Nc1ccc([N+](=O)[O-])cc1[N+](=O)[O-]	-5%	0%	26	-1%	-16%	-7%

# The list goes on:
(25) c1cnc2ccc(C(c3nnnn3C3CCCC3)N3CCN(c4nc5ccccc5s4)CC3)cc2c1 (configuration not stated)
(26) COc1ccc(NC(=O)CN2C(=O)C(C)SC(C)C2=O)cc1 (configuration not stated)
(27) Cc1cc(C)n2nc(CNC(=O)c3ccccc3Cl)nc2n1
(28) O=C(CCCN1C(=O)/C(=C/c2ccc(F)cc2)SC1=S)NCCCn1ccnc1
(29) CN(C)CCCNC(=O)/C=C/c1ccc(OCc2c(F)cccc2Cl)cc1
(30) CCc1ccccc1NC(=O)C1CCN(S(=O)(=O)c2ccc3c(c2)N(C(C)=O)CCO3)CC1
Screen / compound no. | 25 | 26 | 27 | 28 | 29 | 30
HCV inhibitor | ? | 10% | . | -3% | 2.8µM* | ?
Sm TGR block | 36%[activator] | -15% | 7% | -17% | -4% | -13%
HCMV antiviral | -25 | -39 | 25 | -67* | -63* | 0
Giardia FBPA inh | 1% | -1% | . | 6% | 7% | 1%
AmpC no deterg | 60%[activator] | -14% | . | 127%[activator] | 34% | 54%
AmpC detergent | -14% | -3% | 4% | 1% | ? | 1%

(31) COCCNC(=O)c1onc(CSc2cccc(C)c2)c1C(=O)O
(32) COc1ccc(CC(=O)NNC(=O)c2ccc(NC(C)=O)cc2)cc1
(33) CCOC(=O)Cn1c(-c2ccc(Cl)nc2)nc2ccccc21
(34) O=C(CCn1nnc2ccccc2c1=O)N[C@@H](Cc1ccccc1)C(=O)O
(35) Cc1ccc(C(=O)Nc2ccc3c(c2)nc2n3CCSC2)cc1
(36) Cc1ccc(NS(=O)(=O)c2cc(C(=O)Nc3cccc(N(C)S(C)(=O)=O)c3)ccc2C)c(C)c1
Screen / compound no. | 31 | 32 | 33 | 34 | 35 | 36
HCV inhibitor | 16% | 13% | ? | 12% | -24% | ?
Sm TGR block | -16% | . | 10% | ? | ? | -1%
HCMV antiviral | ? | -16 | 2 | 54 | ? | ?
Giardia FBPA inh | 9% | 2% | 2% | 7% | 0% | -3%
AmpC no deterg | -16% | -35% | 3% | -25% | -37% | ?
AmpC detergent | -8% | -5% | -15% | ? | ? | -7%

(37) Cc1cccc(NC(=O)NCc2ccc3c(c2)OCO3)c1C
(38) CCOc1ccc(NC(=O)N2CCN(Cc3cc(=O)n4nc(-c5ccc(OC)cc5)sc4n3)CC2)cc1
(39) O=C(O)CCn1cc(-c2ccc(Cl)cc2)nc1-c1ccc(Cl)nc1
(40) COc1cccc(NC(=O)N2CCCC2C(=O)NC23CC4CC(CC(C4)C2)C3)c1 (configuration not stated)
(41) COC(=O)c1ccccc1NC(=O)c1cn(-c2ccc(C)c(C)c2)c(=O)c2ccccc12
(42) CCOC(=O)C1=C(C)NC2=C(C(=O)CC(C)(C)C2)C1c1ccc2c(c1)CCCN2C (configuration not stated)
Screen / compound no. | 37 | 38 | 39 | 40 | 41 | 42
HCV inhibitor | 5% | . | 24% | 14% | ? | ?
Sm TGR block | -14% | -2% | -12% | -12% | -3% | -35%
HCMV antiviral | -7 | 5 | 10 | -34 | -7 | -16
Giardia FBPA inh | 8% | . | . | . | -4% | -21%
AmpC no deterg | -19% | . | -18% | 2% | -24% | 14%
AmpC detergent | -9% | -8% | 0% | 0% | -13% | 1%

(43) COc1ccc(NC(=O)c2ccco2)cc1S(=O)(=O)N1CCOCC1
(44) Cc1ccsc1C(=O)C1CCCN(Cc2cnc(N3CCCC3)s2)C1 (configuration not stated)
(45) Cc1ccc2[nH]c(=O)c(COC(=O)c3ccccn3)cc2c1
(46) Cc1ccc(S(=O)(=O)N2CCN(Cc3nc4ccccc4[nH]3)CC2)cc1C
(47) Cc1ccc(C)c(NC(=O)CN(C)C(=O)c2cccc(S(=O)(=O)N(C)C)c2)c1
(48) O=C(Cc1ccccc1)Nc1nc(=O)c2ccccc2s1
Screen / compound no. | 43 | 44 | 45 | 46 | 47 | 48
HCV inhibitor | -2% | ? | 16% | 2% | -5% | -4%
Sm TGR block | 0% | 1%[57.1 µM] | 4% | -23% | 2% | 21%
HCMV antiviral | 4 | 9 | -9 | 24 | 6 | -2
Giardia FBPA inh | 3% | -10% | -1% | 1% | 1% | .
AmpC no deterg | -11% | 65%[activator] | -3% | 3% | -4% | -32%
AmpC detergent | 0% | 1% | 0% | -5% | -2% | 10%

(49) CCCC(C(=O)NC1CCCC1)N(CCCN1CCOCC1)C(=O)c1snc(C(N)=O)c1N (configuration not stated)
(50) CCOC(=O)Cc1c(C)nc(-c2ccccc2)[nH]c1=O
(51) O=C(Nc1ccc2oc(-c3cccc(F)c3)nc2c1)c1ccccc1F
(52) O=C(c1ccco1)N1CCN(Cc2nnnn2CC2CCCO2)CC1 (configuration not stated)
(53) CC(C)(C)NC(=O)C(c1ccc(Cl)cc1)N(CCO)C(=O)c1snc(C(N)=O)c1N (configuration not stated)
(54) N#Cc1c(NC(=O)c2ccccc2)sc2c1CCC2
(55) COc1ccccc1CCn1cnc2c3cc(C)ccc3n(C)c2c1=O
(56) Fc1ccc2nc(Nc3ccccc3)sc2c1
Screen / compound no. | 49 | 50 | 51 | 52 | 53 | 54 | 55 | 56
HCV inhibitor | -4% | 15% | ? | 4% | ? | ? | ? | ?
Sm TGR block | 3% | -1% | 2% | 0% | 95%[activator] | -2% | 15% | 3%
HCMV antiviral | 40 | 15 | 0 | 15 | 0 | 138 | -11 | 30
Giardia FBPA inh | 6% | 19% | 5% | -28% | 8% | -3% | 2% | -10%
AmpC no deterg | -7% | -8% | -19% | -10% | -10% | -16% | 74%[activator] | -50%
AmpC detergent | -18% | ? | -4% | -1% | 1% | 7% | -6% | -8%
